Screens as filed in PubChem BioAssay.
PAFAH2 inh = PAFAH2 (human) inhibition. Q99487. recombinant PAFAH2, FP-rhodamine activity probe, fluorescence polarization. inhibition, % at 3.39 µM. hit rate 0.99% among 340,000. AID 492956;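 active = inhibition above the mean over all tested compounds plus 3 SD, cut at about 30% in these data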;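 note: inhibitors block probe labeling of enzyme so polarization drops; 0% = enzyme with DMSO and 100% = wells lacking PAFAH2 protein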
PAD4 inh = blocks human protein arginine deiminase 4; recombinant PAD4, RCA probe fluorescence polarization; inhibition, % at 6.36 µM; hit rate 0.41% among 330,000;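 active = percent inhibition above a cutoff equal to the mean of all tested compounds plus 3 SD, cut at about 15% in these data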;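 note: 0% = PAD4 with RCA probe and DMSO and 100% = probe without PAD4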
PREPL inh = human PREPL enzyme inhibition. recombinant PREPL, fluorescence polarization activity-based probe. Q4J6C6. AID 2751. inhibition, % at 5.96 µM. hit rate 0.68% among 320,000; in the data active = inhibition above about 43%;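 note: 0% = enzyme with DMSO and 100% = wells lacking enzyme; many of its hits are not listed in these tables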
pPAFAH inh = inhibitors of human plasma PAF acetylhydrolase (pPAFAH); Q13093; recombinant pPAFAH, FP-rhodamine probe fluorescence polarization; inhibition, % at 3.39 µM; hit rate 1.5% among 330,000;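 active = inhibition above the mean inhibition across the screen plus 3 SD, cut at about 25% in these data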;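 note: inhibitors block binding of the rhodamine activity-based probe so polarization drops; 0% = enzyme with DMSO and 100% = wells lacking pPAFAH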
GSTO1 counter = blocks human GSTO1 in RBBP9 counter-screen. AID 1974. recombinant GSTO1, activity-based probe fluorescence polarization. inhibition, % at 5.96 µM. P78417. hit rate 1.1% among 300,000;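 active = inhibition above the campaign mean inhibition plus 3 SD, cut at about 35% in these data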;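 note: 0% = GSTO1-1 with DMSO and 100% = wells lacking GSTO1-1 enzyme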
Target sequence (P78417 whole entry, looked up): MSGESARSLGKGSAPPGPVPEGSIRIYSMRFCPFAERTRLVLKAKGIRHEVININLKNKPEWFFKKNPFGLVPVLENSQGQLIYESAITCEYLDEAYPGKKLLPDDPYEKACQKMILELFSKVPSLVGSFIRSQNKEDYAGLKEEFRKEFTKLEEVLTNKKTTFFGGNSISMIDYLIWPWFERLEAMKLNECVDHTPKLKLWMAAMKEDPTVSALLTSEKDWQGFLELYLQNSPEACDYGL
LYPLA1 inh = LYPLA1 (human) inhibition in PME1 counter-screen; O75608; recombinant LYPLA1, FP-Rh probe fluorescence polarization; inhibition, % at 5.9 µM; hit rate 0.16% among 320,000; AID 2174;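 active = inhibition above the mean of all tested compounds plus 3 SD, set per campaign, cut at about 14% in these data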;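 note: inhibitors block serine hydrolase probe labeling of LYPLA1 so polarization falls; 0% = enzyme with DMSO and 100% = wells lacking LYPLA1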
Target sequence (O75608 whole entry, looked up): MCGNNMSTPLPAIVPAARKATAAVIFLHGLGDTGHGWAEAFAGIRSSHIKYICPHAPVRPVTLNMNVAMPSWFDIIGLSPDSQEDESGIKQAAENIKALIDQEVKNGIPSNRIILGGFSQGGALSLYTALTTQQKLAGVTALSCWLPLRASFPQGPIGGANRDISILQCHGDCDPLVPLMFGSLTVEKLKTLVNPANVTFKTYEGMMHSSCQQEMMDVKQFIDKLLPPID
PAFAH1B2 FP inh = inhibitors of human PAFAH1B2; recombinant PAFAH1B2, FP-rhodamine activity probe, fluorescence polarization; hit rate 1.2% among 340,000; inhibition, % at 3.39 µM; P68402;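 active = inhibition above the mean of all tested compounds plus 3 SD, cut at about 24% in these data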;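 note: 0% = enzyme with DMSO and 100% = wells lacking PAFAH1B2; many of its hits are not listed in these tables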
Target sequence (P68402 whole entry, looked up): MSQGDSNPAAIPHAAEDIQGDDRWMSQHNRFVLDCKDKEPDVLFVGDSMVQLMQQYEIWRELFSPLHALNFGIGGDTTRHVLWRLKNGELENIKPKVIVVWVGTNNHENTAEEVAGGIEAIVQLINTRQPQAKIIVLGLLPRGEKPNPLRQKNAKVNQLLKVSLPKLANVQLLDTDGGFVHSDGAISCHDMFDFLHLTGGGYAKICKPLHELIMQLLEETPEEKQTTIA
LYPLA2 inh = blocks human lysophospholipase 2, a PME1 counter-screen. O95372. recombinant LYPLA2, FP-Rh probe fluorescence polarization. inhibition, % at 5.9 µM. hit rate 0.38% among 320,000;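 active = inhibition above the screen-wide mean plus 3 SD, limit set per campaign, cut at about 26% in these data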;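 note: 0% = LYPLA2 with DMSO and 100% = wells lacking LYPLA2 enzyme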
Target sequence (O95372 whole entry, looked up): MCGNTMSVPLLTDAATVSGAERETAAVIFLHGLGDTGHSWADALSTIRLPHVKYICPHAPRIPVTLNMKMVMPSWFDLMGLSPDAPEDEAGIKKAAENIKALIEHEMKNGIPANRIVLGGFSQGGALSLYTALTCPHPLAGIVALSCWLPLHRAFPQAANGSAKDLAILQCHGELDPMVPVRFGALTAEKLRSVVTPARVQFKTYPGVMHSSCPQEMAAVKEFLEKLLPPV
PAFAH1B3 inh = PAFAH1B3 (human) inhibition; Q15102; recombinant PAFAH1B3, FP-rhodamine probe, fluorescence polarization; inhibition, % at 3.39 µM; hit rate 0.28% among 340,000;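 active = inhibition above the screen-wide average of all tested compounds plus 3 SD, cut at about 25% in these data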;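 note: 0% = enzyme with DMSO only and 100% = wells lacking PAFAH1B3 protein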
The depositor's hits bear a star; · = not tested or not shown.

Every second line gives: PAFAH2 inh	PAD4 inh	PREPL inh	pPAFAH inh	GSTO1 counter	LYPLA1 inh	PAFAH1B2 FP inh	LYPLA2 inh	PAFAH1B3 inh
> c1ccc(-c2ccc(-c3cn4c(n3)CCC4)cc2)cc1
→ 4	-2	17	10	4	-2	10	0	11
> COCC(=O)Nc1sc2c(c1C(=O)OC)C(C(=O)OC)CC2 (stereo unspecified)
→ 10	1	-13	4	-1	-5	2	-1	10
> CC(OC(=O)c1cc2sccc2n1C)C(=O)NCCc1ccccc1 (stereo unspecified)
→ -1	-1	-27	8	-4	-2	1	0	-1
> Cc1ccc(C)c(NS(=O)(=O)c2ccc(OCC(=O)NCc3cccnc3)cc2)c1
→ 4	0	5	26*	6	1	4	6	-1
> O=C(CCc1nc2sc3c(c2c(=O)[nH]1)CCCC3)NCC(=O)Nc1ccccc1Br
→ 16	-3	9	9	·	-5	20	2	4
> COc1ccc(N2CCN(C(=O)CNC(=O)c3nn(-c4ccc(OC)cc4)c(=O)c4ccccc34)CC2)cc1
→ -2	-2	16	7	4	22*	3	55*	-6
> CC(=NNC(=O)Cn1ccc(C(F)(F)F)n1)c1ccc(-n2ccnc2)cc1
→ 5	6	1	1	·	·	0	·	0
> CCOC(=O)C1(C)NC(c2ccco2)C2C(=O)N(c3ccc(C)cc3)C(=O)C21 (stereo unspecified)
→ 4	-2	0	-4	3	-1	-1	-9	2
> COc1cc(/C=N/NC(=O)CC(=O)NC2CCCCC2)ccc1O
→ 6	-6	1	1	1	3	1	3	9
> NC(=O)c1c(NC(=O)C2c3ccccc3Oc3ccccc32)sc2c1CCCCC2
→ 5	-7	4	6	0	-1	-9	-2	-3
> Cc1cccc(NS(=O)(=O)c2ccc(C)c(C(N)=O)c2)c1
→ 3	-4	-3	10	-4	4	5	6	1
> Cn1cc(C(=O)NCc2cccnc2)c(=O)c2cc(S(=O)(=O)N3CCCCCC3)ccc21
→ ·	0	18	0	0	2	·	7	·
> O=C(Nc1c(-c2ccccc2)nc2sccn12)c1ccccc1
→ 9	-1	-2	4	1	-1	3	4	12
> CC(=O)N1CCN(c2nc(-c3ccco3)c3c(c2C#N)CC(C)(C)SC3)CC1
→ 14	-3	0	16	5	2	4	3	2
> O=C(CSc1ncn[nH]1)NCCC(c1ccccc1)c1ccccc1
→ 0	-3	-5	5	-2	-6	8	-7	-6
> COc1ccc(S(=O)(=O)N2CCN(Cc3ccccc3)CC2)cc1
→ -5	-3	-3	-3	2	-2	2	-1	3
> Cc1cc(OC(C)C(=O)NCCCn2ccnc2)c2c(C)cc(=O)oc2c1 (stereo unspecified)
→ -5	5	-5	3	-6	4	2	3	4
> CCc1ccc(N2CC(C(=O)OCC(=O)NC3CCS(=O)(=O)C3)CC2=O)cc1 (stereo unspecified)
→ -4	-3	-9	5	-1	6	2	3	4
> CC(Cc1ccccn1)NC(=O)c1ccc(OC2CCN(Cc3ccccn3)CC2)cc1 (stereo unspecified)
→ -4	-3	12	-7	-1	5	-2	3	0
> Cn1ccnc1Sc1nnnn1-c1ccccc1
→ 0	0	15	-2	3	-2	-5	2	8
> CC(=O)c1cccc(NC(=O)[C@@H](NC(N)=O)C(C)C)c1
→ -1	-1	16	-3	-2	7	1	6	5
> COc1ccccc1C(=O)NCCC(=O)Nc1ccncc1
→ 3	-2	3	4	3	3	-1	2	8
> NC(=S)N/N=C/c1ccc([N+](=O)[O-])cc1
→ -11	1	8	3	6	-2	-1	6	-1
> COCCCNC(=S)N1CCN(c2nc(-c3ccccc3)cs2)CC1
→ 5	-1	7	9	-5	0	-2	-4	9
> O=C(O)c1cnn(-c2ccccc2)c1-c1ccncc1
→ 3	2	7	4	3	2	6	5	14
> CCOc1c(Br)ccc2c1sc1nc[nH]c(=O)c12
→ 1	-2	-1	1	-3	-4	1	2	1
> Cn1c2ccccc2c2c(=O)oc3ccccc3c21
→ 2	-6	·	3	·	·	1	·	2
> CC(C)Cn1c(N)c(C(=O)COC(=O)c2ccc(Cl)cc2)c(=O)n(C)c1=O
→ 2	2	10	5	-5	-1	3	1	-1
> S=c1[nH]nc(-c2ccccn2)n1/N=C/c1ccc(Cl)c(Cl)c1
→ ·	0	4	1	18	3	·	5	·
> CCOC(=O)c1ccc(NC(=O)c2nc[nH]c2C(=O)NCCNC(=O)c2[nH]cnc2C(=O)Nc2ccc(C(=O)OCC)cc2)cc1
→ -2	1	1	1	·	·	1	·	-2

Every second line gives: PAFAH2 inh	PAD4 inh	PREPL inh	pPAFAH inh	GSTO1 counter	LYPLA1 inh	PAFAH1B2 FP inh	LYPLA2 inh	PAFAH1B3 inh
> OC(CNCCc1ccc(C(F)(F)F)cc1)COc1cccc2ccccc12 (stereo unspecified)
→ -5	1	-32	0	2	-1	8	-3	-6
> Cc1ccc(/C=C/C(=O)O)cc1S(=O)(=O)N1CCCCC1
→ -5	-4	3	-3	-1	-3	3	2	8
> Cc1cccc(C)c1N1C(=O)C(Cl)=C(N2CCCC2)C1=O
→ -6	-2	3	-5	-1	0	-1	3	8
> O=C(c1ccc(CS(=O)c2cccc(Cl)c2)o1)N1CCN(c2ccccn2)CC1 (stereo unspecified)
→ -2	3	13	4	2	0	5	-7	2
> COc1ccc2c(c1)sc(=N)n2CC(=O)Nc1cc(C)cc(C)c1
→ 3	-2	-19	4	4	-1	3	7	0
> O=C(N/N=C/c1ccc(O)c(O)c1)C1CC1
→ ·	5	7	-2	24	1	·	9	·
> Cc1ccc(S(=O)(=O)NCc2nc(-c3ccccc3)no2)cc1
→ 5	-1	-20	3	7	-2	6	3	-7
> O=C(OCC(=O)N1CCN(C(=O)c2ccco2)CC1)c1sc2ccccc2c1Cl
→ 4	-4	24	14	9	1	1	12	7
> C=C(C)Cn1c(CCNC(=O)c2ccco2)nc2ccccc21
→ 0	5	3	3	-3	1	5	4	0
> CCOC(=O)c1cc2c(=O)c3ccccc3oc2nc1C
→ -8	1	11	1	-3	-4	0	-3	6
> COc1ccc(Cl)cc1NC(=O)CN1C(=O)NC2(CCCC2)C1=O
→ 0	2	-4	3	-5	1	4	0	13
> COc1cccc(/C=N/NC(=O)c2cc3c(OC)cccc3[nH]2)c1O
→ -4	-7	7	1	7	4	3	6	16
> COC(=O)c1cccc(-n2nnnc2SCC(=O)Nc2cc(C)on2)c1
→ 10	-4	8	-2	7	-3	2	3	0
> COC(=O)c1cc(C(=O)OC)cc(-n2c(C)cc(C=O)c2C)c1
→ 6	0	15	3	10	4	1	3	7
> Cc1cc(C)c2nc(-c3ccncc3)cc(C(=O)N3CCN(Cc4ccccc4Cl)CC3)c2c1
→ 4	1	-30	-2	-2	-2	0	-3	2
> CC1CCCN(S(=O)(=O)c2ccc3c(c2)C(C)(C)C(=O)N3C)C1 (stereo unspecified)
→ 5	-1	14	1	2	2	9	3	9
> CCC(=O)c1cn(CC(=O)Nc2ccc(C)cc2C)c2ccccc12
→ -3	-2	1	-1	-4	-1	-2	4	6
> CCC(C)NC(=O)CSc1nc2ccccc2c(=O)n1CCCC(=O)NCC1CCCO1 (stereo unspecified)
→ -9	0	0	3	0	-4	2	3	6
> COc1ccccc1N1CCN(C(C)C(=O)N2CC(C)OC(C)C2)CC1 (stereo unspecified)
→ -8	2	1	-1	0	2	4	2	5
> O=C(OCC(=O)N1CCCC1)c1cc(Cl)ccc1[N+](=O)[O-]
→ 8	1	-6	0	6	-3	3	0	3
> COCCn1c(=NC(=O)c2cc(-c3cccs3)nc3ccccc23)sc2cc(S(N)(=O)=O)ccc21
→ -64	-6	-21	-30	-32	-49	-33	-90	-61
> O=C(OCC(=O)N1CCCCCC1)c1ccc([N+](=O)[O-])cc1Cl
→ 5	-3	16	1	11	3	-1	4	5
> CCn1cc(C(=O)N2CCN(C3CCCCC3)CC2)c2cc(OC)c(OC)cc2c1=O
→ 9	-5	8	-3	-2	1	1	7	6
> COc1ccc(-c2csc(NC3=NCCCCC3)n2)cc1
→ 6	1	3	8	7	0	4	2	-1
> CCCC(=O)Nc1sc2c(c1C#N)CC(C)(C)NC2(C)C
→ 0	-2	8	1	0	0	3	-1	5
> c1coc(-c2nn3c(-c4ccco4)nnc3s2)c1
→ 2	-8	10	11	13	3	-1	4	-4
> Fc1cccc(-c2cc3nc4c(c(N5CCOCC5)n3n2)CCCC4)c1
→ -1	1	15	5	2	-4	-4	-6	-14
> C=CCNC(=O)CN1CCN(C(c2ccccc2)c2ccccc2)CC1
→ 5	-1	-6	3	-3	1	3	9	-2
> O=C(CSc1nc(O)cc(=O)[nH]1)Nc1ccc2c(c1)CCC2
→ -3	4	-1	1	-3	-8	1	-13	2
> O=C(Nc1c(C(=O)N2CCN(c3ccccn3)CC2)oc2ccccc12)c1cccc([N+](=O)[O-])c1
→ -2	-1	8	6	1	0	-3	3	4

Every second line gives: PAFAH2 inh	PAD4 inh	PREPL inh	pPAFAH inh	GSTO1 counter	LYPLA1 inh	PAFAH1B2 FP inh	LYPLA2 inh	PAFAH1B3 inh
> CCCCCCc1cc2cc(S(=O)(=O)c3ccc(C)cc3)c(=O)oc2cc1O
→ 27	-1	1	5	-8	-7	3	-7	7
> Cc1c[nH]c2cccc(OCC(O)CNC(C)(C)C)c12 (stereo unspecified)
→ -2	1	21	-1	5	-2	2	2	-2
> Cc1ccc2nc(-c3ccccc3)nc(SC(C)C(=O)NCc3cccs3)c2c1 (stereo unspecified)
→ ·	-4	4	-4	0	-2	·	-1	·
> Cc1ccnc(N=Cc2nc(-c3ccccc3Br)oc2O)c1
→ 63*	-2	3	0	3	5	2	10	10
> CC(=O)Nc1ccc(NC(=O)C(C)OC(=O)CCCOc2ccc(Cl)cc2C)cc1 (stereo unspecified)
→ -11	-1	23	11	-6	-1	3	1	2
> COc1ccc(-c2noc(CCC(=O)Nc3cc(Cl)c(OC)cc3OC)n2)cc1
→ 4	-4	11	6	-4	1	3	-4	6
> COCC(=O)Nc1cc(C)cn(Cc2cccc(C(F)(F)F)c2)c1=O
→ 1	-1	7	-2	6	8	-2	10	11
> O=C(O)c1ccc(-c2noc(-c3ccccc3C(F)(F)F)n2)cc1
→ 0	4	-6	2	-3	-1	-2	-1	8
> Cc1cc(C#N)c(C)c(SCc2[nH]nc3c2C(c2ccccc2)C(C#N)=C(N)O3)n1 (stereo unspecified)
→ 8	-9	4	-3	6	-5	-4	5	8
> c1ccc2c(c1)OCCOCCOCCOCCOc1ccccc1OCCOCCOCCO2
→ -4	5	7	5	0	2	3	8	7
> CCN(CC)S(=O)(=O)c1ccc(OCC(=O)NCc2ccccc2)cc1
→ 6	3	4	21	-9	-4	10	-1	10
> C=CCSc1nnc(-c2cc3c(C(F)(F)F)nn(C)c3s2)n1C
→ 0	-1	-8	1	3	0	-5	3	5
> CC(=O)N1CCN(C(=S)NCc2ccccc2)CC1
→ 10	1	-3	2	-3	-1	3	4	8
> CCCc1cc(=O)oc2c(C)c(OCC(=O)Nc3cccnc3)ccc12
→ 4	0	0	3	-2	-8	1	3	9
> C(=N\NC1=Nc2cccc3cccc1c23)/c1cccnc1
→ 2	-14	23	17	5	5	2	6	1
> CC(C)(C)NC(=O)Nc1ccccc1C(N)=O
→ -5	-8	0	-3	-2	-4	2	-3	2
> CN(CC(=O)NCc1cccnc1)S(=O)(=O)c1ccc(F)cc1
→ 4	0	-3	-2	-3	-1	2	-3	3
> CCN(C(=O)c1cc2c(C)nc3ccccc3c2o1)c1cc(Cl)ccc1OC
→ -6	1	-15	11	-3	0	0	-3	3
> Cc1nn(-c2ccccc2)c(Cl)c1/C=N/NC(=O)c1cccc(S(=O)(=O)N2CCCC2)c1
→ -4	4	12	1	0	-5	1	4	4
> Cc1ccc(S(=O)(=O)NC(C(=O)OCC(=O)NC2CCS(=O)(=O)C2)C(C)C)cc1 (stereo unspecified)
→ 1	1	2	-1	-4	-1	4	-2	4

This is a subset, so the mix of outcomes need not match the whole.
